XiGFP reactiv – activators of X-chromosome reactivation in mouse fibroblasts; XiGFP mouse fibroblasts, % GFP-positive cells imaging, 3 d; cells co-treated with 5-aza-dC sensitizer; scaled so ellipticine positive control = 100%; activation, % at 7.58 µM; 0.055% of 360,000 active; AID 743238;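 active = mean normalized replicate activation at least 10% and every replicate at or above 10%; inconclusive = only one of the two criteria met; inactive = mean below 10% and not all replicates reach 10%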;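 also: 0% = median of on-plate neutral control wells and 100% = ellipticine 6 µM median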
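Assay system – SV40-immortalized XiGFP fibroblast cells, line 68-5-11 · Buffer or medium – DMEM supplemented with 5-aza-dC as sensitizing agent · Dosing – one concentration, pinned · Benchmarks – positive control ellipticine, 6 µM final · Times – 3 days compound exposure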
E-sel inducer – induces E-selectin expression in human endothelial cells; activation, % at 7.58 µM; HUVEC E-selectin immunofluorescence imaging; normalized: neutral wells 0, TNF-alpha wells 100; AID 686992; 0.37% of 260,000 active; P16581;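 active = mean E-selectin-positive cell signal at least 10% of the positive control, reached in at least 60% of replicates, without over 20% cell loss; inconclusive = no rule given, readout overlaps actives, possibly toxicity-flagged; inactive = the rest, including those meeting only one limit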;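 also: in these data hits start at about 27%; measured in HUVEC primary endothelial cells; signal is the percent of cells scored E-selectin positive by PE staining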
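System: HUVEC / Compound: single concentration / Signal: immunofluorescence imaging / Read-out: percent E-selectin-positive cells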
DENV2 CPE – protects cells from dengue virus 2 cytopathic effect | DENV2-infected cells, cytopathic effect rescue, plate reader | CPE inhibition, % at 9.99 µM | 1.7% of 350,000 active | AID 651640; in the data active = CPE inhibition above about 20%, passing the limit was not always enough; inconclusive = no clear call, values can overlap the other calls; tested in BHK-21 cells;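 also: 0% = median of neutral control wells and 100% = median of positive control wells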
INS-1E GSIS act – GLuc luminescence reporter in INS-1E cells, primary screen for activators of glucose-dependent secretion of insulin | INS-1E GLuc reporter insulin secretion, 2-3 h | activation, % at 16.6 µM | 0.61% of 370,000 active | AID 743287;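 active = lowest replicate activation of at least 40%, so every replicate reaches that level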;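 also: 0% = median of neutral control wells and 100% = median of IBMX positive control wells; some compounds called inactive have numbers as strong as hits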
RAD54 branch – blocks human RAD54 Holliday junction branch migration; FAM/BHQ fluorescence; inhibition, % at 10.4 µM; 0.14% of 360,000 active; AID 602329;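 active = mean normalized replicate activity at least 40 and at least half of replicates scoring 40 or more; inconclusive = only one of the two criteria met; inactive = mean below 40 and under half of replicates reaching 40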;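 also: 0% = median of neutral control wells and 100% = median of positive control wells; inhibitors cause a drop in the FAM fluorescence signal; in these data hits start at about 50%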
F508del corr – correctors of CFTR F508del function in bronchial epithelial cells | activity (quench increase), % at 7.58 µM | CFBE cells, YFP halide quenching; stimulated with forskolin plus potentiator P3; % fluorescence drop versus neutral controls | 0.36% of 350,000 active;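 active = mean added fluorescence quench of at least 8% versus neutral control, with both replicates also reaching 8%; inconclusive = only one of the mean or replicate conditions met; inactive = mean below 8% and not both replicates reaching 8%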;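 also: cells transiently co-express mutant CFTR-F508del with the halide-sensitive YFP; corrector assay measuring rescue of mutant channel to the surface after 24 h compound exposure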
Casp6 inh – caspase-6 (human) enzyme inhibition; purified caspase-6, Z-VEID-R110 cleavage fluorescence; P55212; inhibition, % at 12.5 µM; 0.53% of 350,000 active;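 active = mean inhibition across replicates at least about 35%, with every replicate also reaching that limit, limit read from the data; inconclusive = only one of the two criteria met; inactive = neither criterion met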;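 also: 0% = median of neutral control wells and 100% = no fluorescence left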
Target sequence (P55212 24-179 limits assumed): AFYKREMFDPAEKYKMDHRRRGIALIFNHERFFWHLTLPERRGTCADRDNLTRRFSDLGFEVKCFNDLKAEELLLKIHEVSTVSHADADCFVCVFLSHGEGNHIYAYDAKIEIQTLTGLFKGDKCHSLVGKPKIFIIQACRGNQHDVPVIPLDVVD
Target sequence (P55212 194-293 limits assumed): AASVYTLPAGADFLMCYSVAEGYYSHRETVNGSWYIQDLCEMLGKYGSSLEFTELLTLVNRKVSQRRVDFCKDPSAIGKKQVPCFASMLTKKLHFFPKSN
RAD52 inh – inhibitors of human RAD52 DNA annealing | P43351 | recombinant RAD52 DNA annealing, FRET fluorescence | inhibition, % at 18.7 µM | 0.46% of 360,000 active | AID 651710;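 active = every replicate showing at least 50% inhibition; inconclusive = mean inhibition at least 50% but not in every replicate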
Target sequence (P43351 whole entry, looked up): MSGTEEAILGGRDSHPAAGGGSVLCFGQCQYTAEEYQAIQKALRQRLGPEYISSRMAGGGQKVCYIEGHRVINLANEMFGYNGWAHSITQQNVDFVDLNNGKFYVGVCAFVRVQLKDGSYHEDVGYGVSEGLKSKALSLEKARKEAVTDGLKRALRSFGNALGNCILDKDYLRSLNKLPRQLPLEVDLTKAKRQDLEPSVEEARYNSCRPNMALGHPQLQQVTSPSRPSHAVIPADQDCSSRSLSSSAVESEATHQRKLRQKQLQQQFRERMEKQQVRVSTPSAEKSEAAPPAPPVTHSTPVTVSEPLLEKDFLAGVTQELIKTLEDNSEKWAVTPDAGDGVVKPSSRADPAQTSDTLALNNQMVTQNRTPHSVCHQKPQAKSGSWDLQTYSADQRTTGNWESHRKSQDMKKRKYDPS
* marks the source's active call; other numbers are inactive results; ? = inconclusive; nt = not tested or not shown.

Key to letters: A = XiGFP reactiv; B = E-sel inducer; C = DENV2 CPE; D = INS-1E GSIS act; E = RAD54 branch; F = F508del corr; G = Casp6 inh; H = RAD52 inh
C[C@H]1CN([C@@H](C)CO)C(=O)c2cc(-c3cccc(F)c3)cnc2O[C@H]1CN(C)C(=O)c1cccc(F)c1
  A: -1.3; B: 0.2; C: 3; D: 0; E: 2; F: -1.6; G: 1; H: 13
COc1ccc(F)cc1-c1cc(NC=O)c2ncc(-c3cc(OC)c(OC)c(OC)c3)n2c1
  A: 0.8; B: 0.0; C: 2; D: -12; E: 7; F: 4.8; G: -3; H: -15
CCn1nc(C)cc1C(=O)NC1CCCc2c1cnn2-c1cc(F)cc(F)c1 (centres undefined)
  A: 0.1; B: 16; C: -9; D: -18; E: -10; F: 2.8; G: 0; H: -2
O=C(Nc1cccc(S(=O)(=O)N2CCCCC2)c1)c1cc([N+](=O)[O-])ccc1N1CCOCC1
  A: 0.0; B: -1.2; C: ?; D: 10; E: -26; F: 1.8; G: 1; H: -7
O=C(O)C(=O)/C(=C\c1ccc([N+](=O)[O-])cc1)c1ccc2ccccc2n1
  A: 0.1; B: nt; C: -2; D: 2; E: nt; F: 1.9; G: 1; H: -70
CCOC(=O)CSc1nnc(CNC(=O)Cc2ccccc2)n1-c1ccccc1OC
  A: nt; B: nt; C: nt; D: 20; E: nt; F: 1.0; G: -2; H: -18
O=C(CCn1ccc2cc(S(=O)(=O)N3CCCC3)ccc21)NCc1cccc(F)c1
  A: 0.1; B: nt; C: -3; D: 44*; E: 4; F: 1.8; G: -1; H: -1
COc1ccc(N=C(N(C)C)P(=O)(N(C)C)N(C)C)cc1
  A: 0.1; B: -0.1; C: -1; D: 19; E: -6; F: -3.0; G: 0; H: 0
C[C@@H]1CN([C@@H](C)CO)C(=O)c2cc(NC(=O)CCCN(C)C)ccc2O[C@@H]1CN(C)C(=O)Nc1cccc2ccccc12
  A: -0.7; B: -2.0; C: -1; D: 0; E: -5; F: 1.5; G: -8; H: -37
O=C(NN1CCOCC1)c1cccc(Cl)c1
  A: 0.2; B: 0.2; C: 4; D: 4; E: -3; F: -4.6; G: -3; H: -8
Cc1cc(C)cc(C(=O)NCC(=O)OCc2cc([N+](=O)[O-])cc3c2OCOC3)c1
  A: 0.1; B: nt; C: nt; D: 3; E: -15; F: 13*; G: -2; H: -3
COC(=O)C1=C(C)N(C)C(=NCc2ccc(OC)cc2)NC1c1cccc(Cl)c1 (centres undefined)
  A: 0.0; B: -0.2; C: 3; D: nt; E: nt; F: 4.1; G: 1; H: -15
Cc1ccc(NC(=O)C2C3C=CC4(O3)C2C(=O)N(CCCN2CCCC(C)C2)C4C(=O)NC2CCCCC2)cc1 (centres undefined)
  A: 0.0; B: -0.1; C: 1; D: -1; E: 1; F: -0.2; G: -7; H: 3
C[C@H]1CN([C@@H](C)CO)C(=O)c2cc(-c3cccnc3)cnc2O[C@H]1CN(C)Cc1ccc(-c2ccccc2)cc1
  A: 0.1; B: 0.0; C: -7; D: -13; E: 0; F: 2.2; G: 6; H: 9
Cc1ccccc1S(=O)(=O)N1[C@@H](C#N)[C@@H](c2ccc(-c3ccc(F)cc3)cc2)[C@@H]1CO
  A: 0.2; B: -0.6; C: -15; D: -8; E: 7; F: -0.5; G: 2; H: -47
COc1cccc(C2=NOC(C(=O)NCc3cccnc3)C2)c1 (centres undefined)
  A: 0.0; B: 0.0; C: 12; D: 4; E: -30; F: 0.9; G: 0; H: -7
C[C@@H]1CN([C@@H](C)CO)C(=O)Cc2cc(NC(=O)CCCCCC(=O)Nc3ccccc3N)ccc2O[C@@H]1CN(C)C(=O)NC1CCCCC1
  A: 3.2; B: 0.1; C: 8; D: 6; E: -5; F: -2.3; G: 0; H: 13
O=C(NNC(=O)c1cnccc1C(F)(F)F)c1ccc(Cl)cc1
  A: 0.0; B: nt; C: -2; D: 1; E: -4; F: nt; G: 0; H: -15
O=c1[nH]c2ccccc2c2ccc(Cl)cc12
  A: 0.2; B: 1.4; C: 0; D: 2; E: nt; F: -0.2; G: -1; H: -20
CN(CC(=O)Nc1ccc(F)cc1)C(=O)COC(=O)/C=C/c1cccs1
  A: -0.1; B: nt; C: 12; D: -12; E: -4; F: -1.9; G: -1; H: 1
CC/C(=N\NC(=O)c1nnn(-c2nonc2N)c1CN(C)c1ccccc1)c1ccccc1
  A: 0.0; B: 0.0; C: 0; D: 27; E: -8; F: -2.1; G: 1; H: -13
N#C[C@@H]1[C@@H](c2ccc(-c3cccc(F)c3)cc2)[C@H](CO)N1C(=O)NC1CCCC1
  A: 0.0; B: -0.3; C: -16; D: -23; E: 3; F: 0.7; G: -2; H: -38
CC(NC(=O)CSc1ncnc2nc[nH]c12)c1ccccc1 (centres undefined)
  A: nt; B: nt; C: nt; D: 15; E: 6; F: nt; G: 3; H: -6
CC(C)(O)C(=O)NNC(=S)Nc1ccc(F)c(Cl)c1
  A: 0.1; B: nt; C: 1; D: 13; E: nt; F: -3.3; G: -1; H: -15
Cc1ccc([N+](=O)[O-])c2c1C(N1CCCC1)C(C)(C)O2 (centres undefined)
  A: 0.0; B: nt; C: -2; D: -4; E: nt; F: 3.8; G: -3; H: -16
Oc1ccccc1CNc1ncc(Br)cc1Br
  A: nt; B: nt; C: nt; D: -32; E: 11; F: nt; G: -3; H: -8
CC(C)[C@H](C)NC(=O)N(C)C[C@@H]1OCc2ccccc2-c2c(n(C)c3ccccc23)C(=O)N([C@H](C)CO)C[C@@H]1C
  A: 0.1; B: -0.2; C: -11; D: -18; E: -4; F: -1.1; G: 1; H: 8
O=C(O)c1ccc2c(=O)n3c(nc2c1)/C(=C/c1ccccc1Br)CC3
  A: 0.1; B: 0.1; C: 6; D: 19; E: -8; F: -0.2; G: nt; H: -3
CC(C)NC(=O)N(C)C[C@@H]1Oc2cc(-c3cccnc3)ccc2S(=O)(=O)N([C@H](C)CO)C[C@H]1C
  A: 0.0; B: -0.4; C: -2; D: 28; E: 13; F: 2.3; G: -3; H: -10
Cc1cc(C)cc(NC(=O)Cn2nnc(C(=O)NCc3cccs3)c2N)c1
  A: 0.1; B: 0.4; C: 27*; D: 9; E: nt; F: 0.0; G: -1; H: 5
O=C(C[C@@H]1C[C@H]2c3cc(NC(=O)C4CCOCC4)ccc3O[C@H]2[C@@H](CO)O1)NCc1ccccn1
  A: 0.2; B: -0.1; C: 0; D: 1; E: 8; F: 0.8; G: -2; H: -2
CCOC(=O)c1cc2c(N)c(C(=O)c3ccc(Br)cc3)sc2[nH]c1=O
  A: 0.0; B: nt; C: 5; D: -10; E: nt; F: -1.0; G: 0; H: -22
c1ccc2c(c1)CCN(c1ncnc3nc[nH]c13)C2
  A: 0.3; B: -0.1; C: -4; D: 1; E: -8; F: 0.9; G: 0; H: 1
Fc1ccc(CCNC(=S)Nc2ccc(F)c(Cl)c2)cc1
  A: -0.1; B: 4.1; C: -3; D: 22; E: nt; F: -4.4; G: 6; H: -10
CO[C@@H]1CN(C)C(=O)c2ccc(NC(=O)C3CCOCC3)cc2OC[C@@H](C)N(CC2CC2)C[C@H]1C
  A: 0.2; B: 0.0; C: 1; D: 10; E: 14; F: 3.8; G: -2; H: 3
Cc1ccc(S(=O)(=O)N[C@@H]2CC[C@@H](CC(=O)NC3CCCCC3)O[C@@H]2CO)cc1
  A: -0.6; B: -0.4; C: 3; D: 3; E: -2; F: 0.4; G: 2; H: -15
Cc1ccccc1N1CCN(CC(=O)Nc2ccccc2C(=O)NC2CC2)CC1
  A: 0.6; B: -0.8; C: -2; D: -8; E: 16; F: 0.5; G: 9; H: -5
Cc1cc(C)cc(NC(=O)CSc2ccc(-c3ccccn3)nn2)c1
  A: 0.0; B: 0.4; C: -9; D: 25; E: 2; F: 1.1; G: 0; H: -14
CCCN(CCC)CC(O)COc1ccccc1C(=O)Nc1ccccc1 (centres undefined)
  A: 0.0; B: 12; C: 0; D: -8; E: nt; F: 2.6; G: 0; H: 0
CCN1CCN(c2ccc(S(=O)(=O)N3CCOCC3)cc2NC(=O)c2ccc(F)cc2Cl)CC1
  A: 0.0; B: -0.1; C: 17; D: -7; E: -7; F: -1.0; G: 0; H: -3
O=c1c2ccccc2c(C=Nc2ccc(S(=O)(=O)Nc3ncccn3)cc2)c(O)n1-c1cccc(Cl)c1
  A: 0.0; B: nt; C: -4; D: 7; E: nt; F: -1.3; G: 3; H: -56
Nn1cnnc1SCC(=O)Nc1ccc2c(c1)OCCO2
  A: nt; B: nt; C: -13; D: 0; E: 12; F: nt; G: -2; H: -8
O=C(CSCc1ccc(Cl)cc1)NCc1ccc2c(c1)OCO2
  A: nt; B: -0.4; C: nt; D: -10; E: 1; F: nt; G: 0; H: -9
COC(=O)[C@H](CCSC)NS(=O)(=O)c1ccccc1Br
  A: -0.2; B: -0.2; C: 0; D: 11; E: -6; F: 1.2; G: 3; H: -3
CN(Cc1ccccc1)c1nc2c(c(=O)[nH]c(=O)n2C)n1Cc1ccccc1F
  A: 0.1; B: 1.2; C: -7; D: 39; E: 0; F: 4.5; G: 2; H: -8

3 entries already listed, arranged by the number in RAD52 inh, highest first.
smiles	DENV2 CPE	INS-1E GSIS act	F508del corr	Casp6 inh	RAD52 inh
Cc1ccc(NC(=O)C2C3C=CC4(O3)C2C(=O)N(CCCN2CCCC(C)C2)C4C(=O)NC2CCCCC2)cc1 (centres undefined)	1	-1	-0.2	-7	3
CN(Cc1ccccc1)c1nc2c(c(=O)[nH]c(=O)n2C)n1Cc1ccccc1F	-7	39	4.5	2	-8
CCOC(=O)CSc1nnc(CNC(=O)Cc2ccccc2)n1-c1ccccc1OC	nt	20	1.0	-2	-18

Other compounds follow:
Key to letters: A = XiGFP reactiv; B = E-sel inducer; C = DENV2 CPE; D = INS-1E GSIS act; E = RAD54 branch; F = F508del corr; G = Casp6 inh; H = RAD52 inh
C[C@@H]1CN([C@@H](C)CO)C(=O)c2cc(NC(=O)C3CC3)ccc2O[C@@H]1CN(C)S(=O)(=O)c1cccs1
  A: -0.4; B: 0.2; C: -1; D: 12; E: 1; F: -0.6; G: 1; H: 5
O=C(COC(=O)c1cccc(F)c1)NCCC1=CCCCC1
  A: 0.1; B: nt; C: 0; D: nt; E: -3; F: -0.6; G: 0; H: -10
O=C(C[C@H]1C[C@@H]2c3cc(NC(=O)NC4CCCC4)ccc3O[C@@H]2[C@@H](CO)O1)NC1CCCCC1
  A: -0.1; B: 0.3; C: ?; D: -3; E: 1; F: -1.7; G: 0; H: -2
CC(C)CCOc1ccc(C(=O)NCC(c2ccco2)N(C)C)cc1 (centres undefined)
  A: 0.0; B: nt; C: 1; D: 4; E: -2; F: -0.7; G: -3; H: -24
C[C@@H]1CCCCO[C@@H](CN(C)Cc2ccc(C(F)(F)F)cc2)[C@@H](C)CN([C@@H](C)CO)C(=O)c2cc(NC(=O)Nc3ccc(C(F)(F)F)cc3)ccc2O1
  A: -0.1; B: -0.2; C: nt; D: 0; E: -11; F: 1.2; G: nt; H: nt
C[C@@H]1CN([C@@H](C)CO)S(=O)(=O)c2ccc(-c3cncnc3)cc2O[C@@H]1CN(C)C(=O)c1cccc(F)c1
  A: -0.9; B: 0.3; C: nt; D: 14; E: nt; F: -0.7; G: nt; H: nt
CO[C@@H]1CC[C@@H]2CCN(C)C(=O)CCCN(C)C(=O)c3cccc(C#N)c3OC[C@@H]1O2
  A: -0.1; B: -0.1; C: 3; D: 11; E: -6; F: nt; G: 6; H: -19

From PubChem
